From PubChem
procasp7 counter – counter-screen: procaspase-7 (human) activation | P55210 | recombinant procaspase-7, Ac-DEVD-pNA absorbance 405 nm; D23A/D198A/D206A triple mutant, cannot self-cleave; scale: DMSO 0, 5 µM enzyme 100 | activation, % at 8.5 µM | hit rate 0.093% among 330,000 | AID 463210;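 active means percent activation above the screen-wide mean plus 3 SD, cut at about 25% in these data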
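Material: Procaspase-7 triple mutant (PC-7 D3A) | Quantity: 2 µM procaspase-7 mutant as dispensed | Reagent: DEVD-pNA substrate | Times: 1 h preincubation, 2 h reaction | Technique: 405 nm absorbance of p-nitroaniline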
AHR act – activators of human aryl hydrocarbon receptor; AHR-responsive luciferase reporter cells, luminescence; hit rate 2.5% among 320,000; P35869; activation, % at 5 µM; in the data active means activation above about 47%;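 further: 0% = vehicle wells and 100% = reference agonist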
RPL19A-GFP yeast – yeast TOR pathway RPL19A-GFP modulation; S. cerevisiae RPL19A-GFP strain, flow cytometry, 3 h; hits give low values; percent response vs DMSO, % at 10 µM; hit rate 0.3% among 330,000; AID 2025;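 active means percent response vs DMSO below 50%; inconclusive means fewer than 70 events counted for the yeast strain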;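 further: median channel GFP fluorescence of the barcoded RPL19A-GFP strain; ratio of sample median GFP to plate DMSO average so 100% = DMSO; lower means less RPL19A-GFP as with rapamycin TOR inhibition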
LAP4-GFP MLPCN – yeast TOR pathway LAP4-GFP modulation | S. cerevisiae LAP4-GFP multiplex, flow cytometry GFP, 3 h; median GFP as percent of DMSO wells | GFP response vs DMSO, % at 10 µM | hit rate 0.34% among 320,000;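 active means GFP response vs DMSO above a set limit, about the screen mean plus 3 SD, cut at about 150% in these data; inconclusive means under 70 cell events counted for the yeast strain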
MEP2 TOR yeast – alters MEP2-GFP fluorescence in TOR pathway yeast screen | S. cerevisiae MEP2-GFP strain, flow cytometry GFP, 3 h; 100% = DMSO control level | GFP response vs DMSO, % at 10 µM | hit rate 0.51% among 330,000 | AID 2016;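 active means GFP response versus DMSO above a set limit, roughly screen mean plus 3 SD, cut at about 180% in these data; inconclusive means fewer than 70 cells counted for a yeast strain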;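 further: median GFP fluorescence of the barcode-gated MEP2-GFP cells per well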
CR mimetic SO – caloric restriction mimetics inhibiting age-related superoxide in yeast; S. cerevisiae aged cells, superoxide DHE fluorescence; hits give low values; superoxide response (% of plate mean), % at 10 µM; hit rate 0.18% among 330,000;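 active means superoxide response under a set limit, about three screen SD below normal, cut at about 65% in these data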;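 further: yeast aged for seven days with compound at 30 °C before DHE staining; 100% = average MFI of all compound-treated wells on the plate with controls excluded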
GASC-1 inh – blocks human GASC-1 demethylase activity; GST-JMJD2C(1-420) H3K9me3 demethylation, DELFIA europium; inhibition, % at 2.35 µM; Q9H3R0; AID 2099; hit rate 0.069% among 330,000;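 active means more than half of a compound's replicate wells show inhibition beyond 50%, single wells judged on their own value; inconclusive means some, but no more than half, of replicates pass 50% inhibition; inactive means no replicate passes 50% inhibition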;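 further: signal counts dimethyl H3K9 product captured on neutravidin plate; 0% = median of DMSO wells and 100% = 0.3 times that DMSO median; strong numbers were not always called active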
Target sequence (Q9H3R0 1-420 limits assumed): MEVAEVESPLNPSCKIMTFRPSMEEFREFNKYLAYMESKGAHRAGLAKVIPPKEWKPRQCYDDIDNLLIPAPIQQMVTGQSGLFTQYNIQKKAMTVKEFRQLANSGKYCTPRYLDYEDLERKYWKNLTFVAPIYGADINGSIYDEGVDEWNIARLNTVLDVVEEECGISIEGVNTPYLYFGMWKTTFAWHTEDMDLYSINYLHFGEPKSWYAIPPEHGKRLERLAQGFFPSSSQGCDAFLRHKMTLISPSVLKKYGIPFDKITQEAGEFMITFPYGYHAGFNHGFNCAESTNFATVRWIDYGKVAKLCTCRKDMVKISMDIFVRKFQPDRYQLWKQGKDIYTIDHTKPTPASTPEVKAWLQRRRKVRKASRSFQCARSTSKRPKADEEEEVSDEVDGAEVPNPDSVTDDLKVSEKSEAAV
procasp3 activ – activators of human procaspase-3. recombinant procaspase-3 D3A, Ac-DEVD-pNA absorbance 405 nm. hit rate 0.11% among 330,000. activation, % at 8.5 µM;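 active means activation above the mean of all tested compounds plus 3 SD, cut at about 21% in these data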;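 further: 0% = DMSO alone and 100% = DMSO wells spiked with extra 5 µM PC-3 D3A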
Target sequence (P42574 whole entry D9A/D28A/D175A): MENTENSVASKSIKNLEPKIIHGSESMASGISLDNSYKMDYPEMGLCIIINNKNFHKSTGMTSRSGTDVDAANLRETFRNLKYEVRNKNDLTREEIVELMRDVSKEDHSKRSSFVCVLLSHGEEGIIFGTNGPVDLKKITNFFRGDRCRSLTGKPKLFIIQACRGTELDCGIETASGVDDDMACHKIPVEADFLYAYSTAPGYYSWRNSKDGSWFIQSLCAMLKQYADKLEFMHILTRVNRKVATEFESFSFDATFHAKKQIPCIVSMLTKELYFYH
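Assay system – Procaspase-3 D3A mutant, all three cleavage aspartates alanine · Controls – DMSO-only low control, 5 µM PC-3 D3A high control · Schedule – 1 h compound preincubation, 2 h substrate hydrolysis at 25 °C · Signal – 405 nm absorbance of p-nitroaniline, reads at 0 and 120 min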
An asterisk follows results filed as active; ? = inconclusive; . = no result given; & = joins results of further samples; [ ] = dose if it differs, or a comment.

Key to letters – A = procasp7 counter; B = AHR act; C = RPL19A-GFP yeast; D = LAP4-GFP MLPCN; E = MEP2 TOR yeast; F = CR mimetic SO; G = GASC-1 inh; H = procasp3 activ
CC(C)[C@H](N[C@@H](C)c1ccccc1)c1c(O)ccc2ccccc12
  A = 8; B = 11; C = 104; D = 98; E = 107; F = 103; G = 1; H = 8
CCOc1ccc(N(C)S(=O)(=O)c2cnc[nH]2)cc1
  A = 3; B = 1; C = 97; D = 91; E = 98; F = 111; G = -7; H = 3
CC(C)(C)c1ccc(OCCNC(=O)Cc2ccc(F)cc2)cc1
  A = -2; B = -1; C = 104; D = 94; E = 98; F = 80; G = 0; H = -4
CC(C)Cn1cnc2c1c(=O)n(CC(=O)Nc1ccc3c(c1)OCO3)c(=O)n2Cc1ccccc1
  A = 17; B = 1; C = 99; D = 99; E = 96; F = 83; G = 0; H = -9
CCOc1cc(NC(=O)c2ccccn2)c(OCC)cc1NC(=O)c1ccc(OC)cc1
  A = 5; B = 13; C = 103; D = 92; E = 103; F = 83; G = -25; H = 10
COc1ccc(NC(=O)Nc2ccc(O)c3ccccc23)cc1
  A = -9; B = 75*; C = 52[may fluoresce violet]; D = 98[may fluoresce violet]; E = 420*[may fluoresce violet]; F = 88; G = -20; H = -11
CN1CCN(C(=S)NCCc2ccccc2)CC1
  A = 4; B = 2; C = 97; D = 91; E = 94; F = 102; G = 4; H = -6
O=C(c1cnn2c(C(F)F)cc(-c3ccccc3)nc12)N1CCOCC1
  A = 3; B = -1; C = 99; D = 103; E = 101; F = 99; G = 10; H = 5
O=c1c(-c2ccccc2)c(O)nc(SCCN2CCOCC2)n1-c1ccccc1
  A = 0; B = -1; C = 90; D = 91; E = 96; F = 98; G = 0; H = 4
COCCn1c(SCC(=O)N2CCc3ccccc3C2)nc2ccccc2c1=O
  A = 4; B = 1; C = 100; D = 94; E = 101; F = 108; G = -2; H = -7
Cc1nnc(C)c2c(C)n(-c3ccc(Cl)c(N)c3)c(C)c12
  A = -4; B = 11; C = 102; D = 99; E = 105; F = 86; G = -4; H = 3
O=S(=O)(Cc1ccc(Cl)cc1)c1ccccc1-c1nnc(-c2ccc(Cl)cc2)o1
  A = 3; B = -2; C = 93; D = 88; E = 92; F = 105; G = 3; H = 1
O=C(CCCn1c(=S)[nH]c2ccccc2c1=O)NCc1ccco1
  A = -11; B = 1; C = 95; D = 99; E = 93; F = 113; G = -8; H = -2
CCC(CC)C(=O)Nc1cccc(SC)c1
  A = 2; B = 1; C = 91; D = 95; E = 94; F = 100; G = 15; H = 3
CCNC(=S)N/N=C/c1sc(N2CCCCC2)nc1-c1cccs1
  A = 18; B = 34; C = 100; D = 97; E = 92; F = 85; G = 3; H = -2
CS(=O)(=O)N(CCc1ccccc1)CC(=O)N1CCCC1
  A = 16; B = -2; C = 43*[may fluoresce violet]; D = ?; E = ?; F = 105; G = -3; H = 1
CCOc1cccc(/C(O)=C2/C(=O)C(=O)N(Cc3cccnc3)C2c2ccco2)c1 (stereo unspecified)
  A = -37; B = 0; C = 97; D = 95; E = 81; F = 107; G = -25; H = 0
O=[N+]([O-])c1ccc(N/N=C2/CCCCC2c2ccccn2)c([N+](=O)[O-])c1 (stereo unspecified)
  A = -6; B = 10; C = 107; D = 81; E = 109; F = 98; G = -5; H = -8
O=C(Nc1ccccc1)Nc1ccccn1
  A = 7; B = 14; C = 105; D = 115; E = 114; F = 108; G = -12&-3; H = 11
Cc1c(NC(=O)c2ccc3c(c2)C(=O)N(Cc2ccco2)C3=O)cccc1C(=O)O
  A = -2; B = 4; C = 97; D = 105; E = 100; F = 87; G = -2; H = -8
CCOC(=O)CNC(=S)N(CCCN1CCCC1)Cc1cccs1
  A = 11; B = -7; C = 104; D = 101; E = 106; F = 88; G = 5; H = 11
CN(Cc1ccccc1)C(=O)COC(=O)c1ccc2ccccc2n1
  A = 5; B = 8; C = 103; D = 96; E = 106; F = 125; G = 4; H = 2
O=C(CC12CC3CC(CC(Br)(C3)C1)C2)Nc1nncs1
  A = -9; B = -2; C = 98; D = 109; E = 101; F = 100; G = 1; H = 4
CN(C(=O)Cc1csc(-c2ccccc2)n1)c1c(N)n(Cc2ccccc2)c(=O)[nH]c1=O
  A = 4; B = 2; C = 99; D = 94; E = 95; F = 93; G = -2; H = 8
COC(=O)c1cc2nc(-c3ccc(OC)c(OC)c3)cc(C(F)(F)F)n2n1
  A = -3; B = 2; C = .; D = 96; E = 102; F = 95; G = .; H = 2
COc1ccc(S(=O)(=O)N2CCc3ccccc32)cc1C(=O)OCc1nnc(-c2ccccc2)o1
  A = -3; B = 1; C = 103; D = 99; E = 100; F = 98; G = 2&-36; H = -11
O=C(N/N=C/c1cccc(O)c1)c1ccc2c(c1)OCCO2
  A = 5; B = -5; C = 102; D = 105; E = 115; F = 100; G = -7; H = 0
Cc1ccc(CNC(=O)C2CCC(=O)N(C3CCCC3)C2)c(F)c1F (stereo unspecified)
  A = -6; B = 2; C = 96; D = 93; E = 96; F = 119; G = -6; H = 12
C#CCOCCOCCOCCNc1nc(N2CCN(C(=O)C([C@@H](C)O)n3cc([C@@H](N)CCCCN)nn3)CC2)nc(N2CCN(C(=O)[C@H](CCCCN)n3cc([C@@H](N)CC(N)=O)nn3)CC2)n1 (stereo partly specified)
  A = 12; B = -1; C = 96; D = 103; E = 97; F = 103; G = 8; H = 5

10 entries from above, with two lines to a compound.
Second line of a record: procasp7 counter	AHR act	RPL19A-GFP yeast	LAP4-GFP MLPCN	MEP2 TOR yeast	CR mimetic SO	GASC-1 inh	procasp3 activ
> O=[N+]([O-])c1ccc(N/N=C2/CCCCC2c2ccccn2)c([N+](=O)[O-])c1 (stereo unspecified)
  -6	10	107	81	109	98	-5	-8
> O=C(Nc1ccccc1)Nc1ccccn1
  7	14	105	115	114	108	-12&-3	11
> Cc1c(NC(=O)c2ccc3c(c2)C(=O)N(Cc2ccco2)C3=O)cccc1C(=O)O
  -2	4	97	105	100	87	-2	-8
> CCOC(=O)CNC(=S)N(CCCN1CCCC1)Cc1cccs1
  11	-7	104	101	106	88	5	11
> CN(Cc1ccccc1)C(=O)COC(=O)c1ccc2ccccc2n1
  5	8	103	96	106	125	4	2
> O=C(CC12CC3CC(CC(Br)(C3)C1)C2)Nc1nncs1
  -9	-2	98	109	101	100	1	4
> CN(C(=O)Cc1csc(-c2ccccc2)n1)c1c(N)n(Cc2ccccc2)c(=O)[nH]c1=O
  4	2	99	94	95	93	-2	8
> COC(=O)c1cc2nc(-c3ccc(OC)c(OC)c3)cc(C(F)(F)F)n2n1
  -3	2	.	96	102	95	.	2
> COc1ccc(S(=O)(=O)N2CCc3ccccc32)cc1C(=O)OCc1nnc(-c2ccccc2)o1
  -3	1	103	99	100	98	2&-36	-11
> O=C(N/N=C/c1cccc(O)c1)c1ccc2c(c1)OCCO2
  5	-5	102	105	115	100	-7	0

Outcome played no part in choosing rows, and some 3.8% of all compounds hit somewhere here.
